FAS-TE inh: FAS thioesterase (human) inhibition; P49327; hit rate 0.67% among 360,000; AID 602261; inhibition, % at 15 µM; recombinant FAS-TE, OMFH fluorogenic substrate, fluorescence endpoint;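 active = compounds whose normalised, plate-corrected inhibition of enzyme fluorescence in the single-dose primary screen is 50% or more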;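 also: 0% = DMSO with enzyme and 100% = substrate without enzyme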
MLLE-PAM2 inh: blocks PAM2 peptide binding to the PABP1 MLLE domain | P11940 | GST-MLLE / FITC-PAM2 fluorescence polarization | inhibition, % at 20 µM | hit rate 0.36% among 360,000; in the data active = inhibition above about 35%, passing the limit was not always enough;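 also: plate controls were DMSO wells with GST-MLLE for no effect and wells lacking GST-MLLE protein for full effect; some results filed as inactive read as strong as hits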
MsrA inhibitor: inhibitors of bovine MsrA. inhibition, % at 15.5 µM. hit rate 0.75% among 360,000. AID 651718. purified bovine MsrA, absorbance read-out; in the data active = inhibition above about 4.5%;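 also: 0% = vehicle wells with enzyme and 100% = reference inhibitor wells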
MT1-MMP act inh: blocks activation of human MT1-MMP; P50281; HT1080 RFP-PRO-GFP cells, GFP/RFP ratio fluorescence, overnight; percent of plate control window, DMSO zero; GFP/RFP ratio change, % at 20 µM; hit rate 0.061% among 360,000; AID 651647;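 active = GFP/RFP ratio change of at least 30% with cell ATP level not reduced by more than half and red fluorescence within 50% of control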; also: strong numbers were not always called active
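Assay system: HT1080 RFP-PRO-GFP cells | Dosing: 20 µM single dose, 1% DMSO | Incubation: Cells overnight before dosing, compound overnight, 37 °C, 5% CO2 | Evaluation: GFP/RFP fluorescence ratio | Control set: DMSO-only wells and HT1080 RFP-L50D-GFP cell wells as references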
CSN deneddyl inh: inhibitors of human CSN-mediated cullin deneddylation; Q92905; Purified CSN, SCF-Nedd8-OG deneddylation, fluorescence polarization; inhibition, % at 12.5 µM; hit rate 0.38% among 360,000;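 active = pattern-corrected inhibition above about 35%, with an unprinted fluorescence ratio check between 0.5 and 1.5, limit read from the data, passing the limit was not always enough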;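 also: 0% = enzyme with substrate and 100% = substrate without enzyme; some results filed as inactive read as strong as hits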
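Schedule: reaction 90 min, room temperature / Assay system: HEK293T-derived human Csn5 enzyme / Input: Csn5 at 0.24 nM final / Measure: inhibition of Csn5 cleavage, % / Control set: substrate-only high control, full reaction low control / Technique: fluorescence polarization of the substrate / Buffer or medium: Tris/NaCl/DTT buffer, pH 7.5 / Reagent: SCFSkp2-Nedd8OG substrate at 10 nM final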
bovine MsrA act: activators of bovine methionine sulfoxide reductase A | activation, % at 10.6 µM | hit rate 0.3% among 360,000 | purified bovine MsrA, absorbance read-out | AID 602163; in the data active = activation above about 7.5%;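 also: 0% = vehicle and 100% = reference activator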
Rpn11 inh: blocks the human proteasome subunit Rpn11; O00487; human 26S proteasome, Ub4-pepOG fluorescence polarization; 20S core pre-blocked with epoxomicin; calls only at 20 µM; hit rate 0.59% among 360,000; AID 588493;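 active = inhibition at 20 µM, scaled to each plate's controls, above about 33%, limit read from the data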
Rin1 Abl inh: human Rin1-Abl interaction inhibition | TR-FRET Rin1/Abl binding, biochemical | AID 588664 | hit rate 0.4% among 360,000 | P00519+Q13671 | inhibition, % at 7.35 µM; in the data active = inhibition above about 5%, passing the limit was not always enough
eLon inh: inhibitors of E. coli Lon protease; hit rate 0.42% among 360,000; inhibition, % at 7.94 µM; P0A9M0; purified E. coli Lon protease, fluorescence polarization; in the data active = inhibition above about 13%, passing the limit was not always enough;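 also: 0% = enzyme with probe and DMSO and 100% = no enzyme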
Target sequence (P0A9M0 whole entry, looked up): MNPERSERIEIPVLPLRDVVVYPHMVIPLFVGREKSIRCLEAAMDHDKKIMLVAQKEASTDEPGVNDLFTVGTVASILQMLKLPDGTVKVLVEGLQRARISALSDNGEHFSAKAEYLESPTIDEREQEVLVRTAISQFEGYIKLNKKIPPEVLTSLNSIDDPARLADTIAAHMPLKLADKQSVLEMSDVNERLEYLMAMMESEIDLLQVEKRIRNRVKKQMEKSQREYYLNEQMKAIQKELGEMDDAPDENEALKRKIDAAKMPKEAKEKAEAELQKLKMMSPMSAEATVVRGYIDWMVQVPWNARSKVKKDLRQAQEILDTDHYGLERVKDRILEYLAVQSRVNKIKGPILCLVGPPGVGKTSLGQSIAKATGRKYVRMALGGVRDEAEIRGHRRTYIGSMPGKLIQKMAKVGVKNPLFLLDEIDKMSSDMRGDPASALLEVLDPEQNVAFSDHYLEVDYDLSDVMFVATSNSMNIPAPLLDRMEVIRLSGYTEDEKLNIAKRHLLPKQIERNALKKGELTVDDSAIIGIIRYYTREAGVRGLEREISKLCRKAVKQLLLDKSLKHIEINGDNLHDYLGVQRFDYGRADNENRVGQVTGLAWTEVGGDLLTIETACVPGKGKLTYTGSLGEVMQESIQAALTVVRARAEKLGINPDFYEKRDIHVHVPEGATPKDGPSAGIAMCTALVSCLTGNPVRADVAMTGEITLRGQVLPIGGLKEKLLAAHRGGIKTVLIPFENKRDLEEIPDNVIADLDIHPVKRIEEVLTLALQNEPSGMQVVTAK
* hit, by the source's call; i = inactive; . = not tested or not shown; + = active, no number.

smiles | FAS-TE inh | MLLE-PAM2 inh | MsrA inhibitor | MT1-MMP act inh | CSN deneddyl inh | bovine MsrA act | Rpn11 inh | Rin1 Abl inh | eLon inh
Cc1nnsc1S(=O)(=O)c1ccccc1 | -3.7 | -5.0 | 0.3 | 0.4 | -5.1 | -3.3 | i | 3.9 | 5.1
CCOc1ccccc1NC(=O)c1cc2ccccc2oc1=O | 0.2 | -3.8 | -0.3 | 1.1 | 5.7 | -6.8 | i | -2.9 | 4.0
O=C(O)c1sccc1Oc1ccc(NS(=O)(=O)c2cccc(F)c2)cc1 | -2.8 | -3.5 | 0.5 | 2.1 | 1.5 | -9.6 | i | 2.8 | 10.1
CC1CCc2sc3c(c2C1)c(=O)n(CC(=O)O)c(=O)n3Cc1ccc(Cl)cc1 (configuration not stated) | 23.7 | -27.8 | -1.1 | 0.3 | 1.2 | -1.2 | i | 1.4 | -5.3
Cc1ccc2cc(N)ccc2n1 | -0.9 | -7.7 | 0.8 | 5.5 | 5.3 | -2.7 | i | -3.0 | 1.5
O=C(NC1CCSc2ccccc21)c1ccc(C(F)(F)F)cc1 (configuration not stated) | -2.9 | 9.8 | 0.8 | -0.4 | 2.0 | -3.9 | i | -3.4 | -2.2
COc1ccc(N2C(=O)C3C(C2=O)C2C=CC3C23CC3)c(OC)c1 (configuration not stated) | 1.3 | 1.5 | -0.3 | -3.6 | -0.2 | -1.1 | i | 2.1 | 6.5
CCOCCCNC(=O)CN1C(=O)COc2ccc(S(=O)(=O)N3CCCC3)cc21 | -2.7 | 19.6 | 0.3 | -4.3 | 0.2 | -1.0 | i | 4.8 | -7.9
COc1cccc(C2CC(C(F)(F)F)n3ncc(C(=O)Nc4c(C)n(C)n(-c5ccccc5)c4=O)c3N2)c1 (configuration not stated) | -6.0 | -0.1 | -1.0 | 1.3 | -4.2 | -11.3 | i | 0.5 | -9.7
CC(SCC(=O)Nc1ccc(F)cc1)c1nc2ccccc2c(=O)[nH]1 (configuration not stated) | -9.1 | 15.5 | 2.1 | 2.2 | 2.2 | -10.0 | i | -4.8 | 3.0
COc1ccccc1/C=C/C=N/n1c(-c2ccccn2)n[nH]c1=S | -0.4 | -26.9 | 0.7 | 2.7 | 1.6 | -4.0 | i | -1.0 | 0.7
Cc1c(OC(C)C(=O)NCCCN2CCOCC2)ccc2c1oc(=O)c1ccccc12 (configuration not stated) | 4.6 | 5.7 | 2.7 | 3.9 | 1.3 | -2.7 | i | 5.8 | 3.7
Cc1ccc(NC(=O)c2sccc2C)cc1S(=O)(=O)N(C)C | -3.9 | 11.8 | -0.6 | -1.4 | -0.3 | -4.2 | i | -0.4 | -11.0
COc1ccc(NS(=O)(=O)c2ccc(O)c(NC(=O)c3cc4c(C)nn(-c5ccc(F)cc5)c4s3)c2)cc1 | -7.4 | 14.2 | . | -15.7 | 12.5 | 6.4 | i | 0.6 | -6.9
O=C(CCCNS(=O)(=O)c1cccc2nsnc12)NCc1ccccc1 | -6.1 | -3.2 | 2.0 | 3.1 | 2.9 | -1.0 | i | -2.3 | 2.6
CCCCNc1ccc2nsnc2c1[N+](=O)[O-] | -5.0 | -1.2 | 1.9 | 2.5 | -4.8 | -3.2 | i | -4.4 | -2.2
COc1ccc(C(=O)n2nc(C)cc2C)cc1OC | -8.8 | 2.5 | 1.6 | 0.5 | -1.9 | -5.8 | i | -2.0 | -5.3
CC(C)Cn1c(N)c(C(=O)COC(=O)c2cc(-c3ccccc3)nc3ccccc23)c(=O)n(C)c1=O | 50.6* | -20.6 | -1.4 | 5.2 | -2.4 | -0.6 | i | 0.5 | -11.4
COc1ccc2[nH]c(=O)c(CN(C(=O)c3cccnc3)c3cccc(C)c3)cc2c1 | -5.6 | 12.5 | 1.2 | 0.0 | 0.7 | -1.1 | i | -3.8 | -6.4
COc1ccc(CNC(=O)CS(=O)Cc2nc(-c3ccc(C)cc3)oc2C)cc1 (configuration not stated) | -7.5 | 19.5 | 1.3 | -1.5 | 0.9 | 0.0 | i | -1.2 | -3.3

New compounds follow:
Compound	FAS-TE inh	MLLE-PAM2 inh	MsrA inhibitor	MT1-MMP act inh	CSN deneddyl inh	bovine MsrA act	Rpn11 inh	Rin1 Abl inh	eLon inh
Cc1ccc(CSCC(=O)N(C)CC(=O)Nc2c(Cl)cccc2Cl)cc1	-1.1	7.2	-0.5	-3.6	1.5	-2.7	i	-0.4	8.4
CCN(CC)c1ccc(NC(=O)COC(=O)Cc2ccsc2)cc1	1.4	-5.4	-0.3	0.8	5.5	2.2	i	1.7	-11.8
CN(C)/C=C/c1onc(-c2ccccc2Cl)c1C#N	10.9	2.0	3.6	-27.8	-0.4	-5.5	i	-2.1	-62.3
CCNc1nc(SCc2ccccc2)nc(N2CCOCC2)n1	3.3	7.5	-0.8	-1.2	-5.0	-1.1	i	0.0	-3.8
O=C(NNC(=O)c1ccncc1)c1ccncc1	-6.9	5.6	0.7	3.5	-4.8	-0.5	i	-1.0	-0.6
Cc1ccc(S(=O)(=O)N/N=C\c2cn(CC(N)=O)c3ccccc23)cc1C	-1.8	-15.8	-0.7	0.8	0.3	-4.0	i	-3.9	2.1
O=C(NC(=S)Nc1ccc(S(=O)(=O)Nc2nccs2)cc1)c1ccccc1F	-4.2	27.3	-0.7	2.6	-1.2	-3.5	i	-1.0	6.8
CCOc1ccc(C(C(=O)Nc2ccc(F)cc2)N(C(=O)Cn2nnc3ccccc32)C2CC2)cc1 (configuration not stated)	16.4	-2.6	0.0	-6.2	-1.3	0.8	i	-1.9	-0.4
C=CCn1c(Cc2ccc(OC)cc2)nnc1SCC(=O)c1cccc([N+](=O)[O-])c1	22.8	-36.4	0.0	2.1	2.3	-4.5	i	1.7	-5.9
O=C(O)c1cccc2c1C(=O)N(C1CCCCC1)C2	-5.2	-20.7	0.3	-0.1	7.8	-0.7	i	-1.0	-4.5
COc1ccc(C2C(C#N)=C(N)Nc3nc4ccccc4n32)cc1 (configuration not stated)	-7.0	-9.8	-0.3	5.9	-7.6	-7.8	i	-4.8	-4.1
N#CCC(=O)N/N=C\c1ccccc1OC/C=C/c1ccccc1	12.0	-2.8	-0.3	-4.2	2.6	-8.2	i	0.0	-11.3
CCC(C)(C)NC(=O)COc1ccc(OCc2ccccc2)cc1	10.6	-2.5	-1.1	0.8	2.8	-4.3	i	-1.4	6.9
O=S(=O)(c1ccccc1)N1CCC(n2nnc3cc(F)ccc32)CC1	6.3	8.5	1.8	3.5	-4.2	-9.4	i	-1.9	3.8
COc1ccc(CCNC(=O)C2CC(=O)N(CCc3ccc(C)cc3)C2)cc1OC (configuration not stated)	-2.6	-6.6	-0.9	-1.8	1.3	-1.1	i	-1.7	3.6
CCOc1nc(C)ccc1-c1noc(-c2ccccn2)n1	-2.8	5.3	0.2	-1.7	-2.2	-0.7	i	-4.8	-3.5
CC12CCC(C(=O)N3CCN(C(c4ccccc4)c4ccccc4)CC3)(OC1=O)C2(C)C (configuration not stated)	17.8	-2.3	1.0	-2.5	2.5	-3.6	i	-2.2	13.8
CN(C1CCCC1)C1CCN(C(=O)CNC(=O)/C=C/c2cccc(C(F)(F)F)c2)CC1	-9.0	3.5	-0.4	3.7	0.7	-4.9	i	1.0	9.2
Cc1nnc(SCc2ccc(CC(=O)O)cc2)o1	-8.0	16.1	-0.4	3.5	-3.0	-1.6	i	1.4	7.3
COc1cc(/C=N/N2C(C)CCCC2C)cc(OC)c1O (configuration not stated)	-1.9	15.8	0.9	1.9	-4.9	0.2	i	4.7	-6.5
CC(O)[C@H]1CC[C@H]2[C@@H]3CC[C@H]4C[C@H](O)CC[C@]4(C)[C@H]3[C@H](O)C[C@]12C (some centres not stated)	-12.8	-4.8	-0.1	-1.1	3.9	-9.8	i	-3.0	5.7
CC1(C)Nc2ccccc2N(Cc2ccc([N+](=O)[O-])cc2)C1=O	6.0	3.0	1.0	-2.4	-0.7	-8.1	i	4.0	-2.7
CC(=O)Nc1cccc(NC(=O)CSc2nc(C)c(C)c(C)c2C#N)c1	5.3	0.2	0.1	2.8	-3.8	-2.9	i	0.5	-8.4
C[n+]1ccccc1/C=C/c1cc(Br)ccc1O	-3.0	-60.4	2.5	0.3	2.2	0.3	i	2.5	0.2
Cn1c(CC(=O)Nc2cccc(Cl)c2Cl)nnc1SCC(=O)NC1=NCCS1	-4.6	-4.0	-1.0	0.7	4.0	-1.5	i	5.7	9.0
COc1ccc(-c2ccc(C(=O)Nc3cccc(N(C)C)c3)c3occc23)c(C)c1	28.1	-1.0	2.2	1.6	-4.7	-4.4	i	3.7	-7.7
COc1cc(/C=C2\SC(=Nc3c(C)n(C)n(-c4ccccc4)c3=O)NC2=O)ccc1O	-10.5	-40.1	1.3	-28.1	21.7	-2.3	+	0.6	-104.9
CSc1nnc2c3ccccc3n(Cc3ccccc3)c2n1	2.5	-6.3	0.8	-6.8	3.8	-5.4	i	-3.9	8.8
O=C(N1CCOCC1)N(Cc1ccco1)CC1CCCO1 (configuration not stated)	-5.2	14.0	-1.4	-1.0	1.9	-5.6	i	0.4	-1.4
O=S(=O)(NCc1cccnc1)c1cccc2nsnc12	-9.2	-0.5	0.6	-1.3	-1.0	-13.0	i	-3.4	10.9
COc1cccc(NC(=O)[C@@H]2CCCN2S(=O)(=O)c2cccc3cccnc23)c1	-1.7	6.3	-0.5	3.1	-2.6	-8.4	i	4.3	-0.8
Cc1noc(C)c1-c1ccc(C(=O)Nc2ccc(C(C)C)cc2)c2occc12	19.7	-0.5	0.7	15.7	0.1	0.2	i	0.9	0.4
O=C1COc2ccc(C(=O)COC(=O)C3CCN(S(=O)(=O)c4cccs4)CC3)cc2N1	-1.2	-7.0	-0.8	-1.5	5.9	-6.8	i	0.0	-5.5
COc1ccc(C(=O)NCC(C)NC(=O)c2ccc(OC)c(OC)c2)cc1OC (configuration not stated)	-7.7	8.4	-0.6	-0.1	1.3	-0.2	i	1.7	5.9
COc1cc(C(=O)Nc2ccc(O)cc2)ccc1OC(C)=O	-5.3	-6.5	0.4	-1.0	0.9	3.5	i	0.0	1.4
